Screening results as filed in PubChem.
AMA1 RON2 block: inhibitors of Plasmodium falciparum AMA1-RON2 interaction. AlphaScreen AMA1-biotinylated RON2 peptide binding. Potency, µM (highest dose often 58.2 µM), for inactives: at the top dose activity change, negative = inhibition, hits mostly inhibitors. actives 0.2% (n = 360,000). AID 720542;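 also: potency is read from the fitted curve at half-maximal effect; 0% = vehicle wells and -100% = peptide control; nearly all actives have a fitted effect of over 45% in size; some results filed as inactive show a strong effect at the top dose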
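AMA1 (3D7) with his tag at 25 nM final met compounds first, then biotinylated RON2 peptide at 25 nM; detection used donor plus acceptor beads, 10 µg/mL apiece, read by AlphaScreen after 30 min at room temperature.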
HCMV inh: blocks human cytomegalovirus replication; HFF cells, HCMV-luciferase reporter, 72 h; hits give low values; activity change, negative = inhibition, % at 57.5 µM; actives 4.5% (n = 410,000); in the data active = activity change below about -60%; inconclusive = no clear call, values can overlap the other calls; inactive = above about -39%
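Luciferase read-out from HCMV-luciferase-infected HFFs (MOI 1 PFU/cell) 72 h post infection at 37C; compounds added after 16 h cell attachment; activity normalized between buffer-only basal and Salinomycin (10uM) inhibitor controls.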
Giardia FBPA inh: Giardia lamblia aldolase inhibition; A8B2U2; purified Giardia FBPA; Potency, µM (highest dose often 59.6 µM), without a hit: at the top dose activity, negative = inhibition, most hits filed as inhibitors; actives 0.71% (n = 290,000); AID 2451; also: potency is read from the fitted curve at half-maximal effect; nearly all actives have a fitted effect of over 55% in size
Target sequence (A8B2U2 whole entry, looked up): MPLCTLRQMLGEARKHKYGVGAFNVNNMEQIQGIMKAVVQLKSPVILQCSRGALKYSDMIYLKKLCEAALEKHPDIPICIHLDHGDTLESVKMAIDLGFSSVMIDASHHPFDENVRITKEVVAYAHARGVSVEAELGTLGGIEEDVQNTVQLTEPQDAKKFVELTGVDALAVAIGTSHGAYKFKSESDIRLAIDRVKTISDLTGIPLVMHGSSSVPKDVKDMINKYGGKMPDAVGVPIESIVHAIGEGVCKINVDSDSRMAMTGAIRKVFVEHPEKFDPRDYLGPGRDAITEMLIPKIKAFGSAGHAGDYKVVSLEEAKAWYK
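Giardia FBPA (40 nM reagent) was preincubated 10 min at RT with compound (up to 57.5 uM final), then substrate plus GAPDH/TPI/NAD/arsenate coupling system with diaphorase/resazurin was added; resorufin fluorescence (525/598 nm) was read after 20 min.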
AmpC detergent: inhibitors of E. coli AmpC beta-lactamase with detergent; P00811; AmpC hydrolysis of nitrocefin, absorbance 480 nm, 0.01% Triton; Potency, µM (top dose mostly 114 µM), for the others: top-dose activity change, negative = inhibition, hits mostly inhibitors; actives 0.041% (n = 370,000); AID 485294;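 also: potency is read from the fitted curve at half-maximal effect; 0% = no-compound wells and -100% = no-enzyme wells; nearly all actives have a fitted effect of over 25% in size; some results filed as inactive show a strong effect at the top dose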
Target sequence (P00811 whole entry, looked up): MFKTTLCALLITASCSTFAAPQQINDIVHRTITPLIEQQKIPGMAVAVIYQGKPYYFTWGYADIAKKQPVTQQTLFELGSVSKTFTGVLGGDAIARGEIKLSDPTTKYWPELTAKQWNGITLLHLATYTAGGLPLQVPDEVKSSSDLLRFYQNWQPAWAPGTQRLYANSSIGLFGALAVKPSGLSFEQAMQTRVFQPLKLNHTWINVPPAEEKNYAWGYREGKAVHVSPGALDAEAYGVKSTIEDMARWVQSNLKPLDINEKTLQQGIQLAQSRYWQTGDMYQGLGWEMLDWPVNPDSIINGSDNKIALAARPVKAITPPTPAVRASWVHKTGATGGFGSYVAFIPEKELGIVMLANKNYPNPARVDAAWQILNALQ
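AmpC (5.3 nM in the dispensed reagent) in 20 mM phosphate pH 7.0 with 0.01% (detergent screen) or 0.0001% Triton X-100 was preincubated with compounds for 15 min at room temperature. Nitrocefin was then added from an 800 uM solution, and hydrolysis was followed at 480 nm.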
AmpC inh no detg: blocks E. coli AmpC beta-lactamase in detergent-free assay. AID 485341. actives 0.52% (n = 330,000). AmpC nitrocefin hydrolysis, absorbance 480 nm, 0.0001% Triton. Potency, µM (top dose mostly 57.1 µM), inactives show at the top dose activity change, negative = inhibition, most hits filed as inhibitors;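 also: potency is read from the fitted curve at half-maximal effect; plate controls were no compound for no effect and no enzyme for full effect; nearly all actives have a fitted effect of over 20% in size; some results filed as inactive show a strong effect at the top dose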
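AmpC (5.3 nM in the dispensed reagent) in 20 mM phosphate pH 7.0 with 0.01% (detergent screen) or 0.0001% Triton X-100 was preincubated with compounds for 15 min at room temperature. Nitrocefin was then added from an 800 uM solution, and hydrolysis was followed at 480 nm.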
Sm TGR block: S. mansoni TGR enzyme inhibition | Q962Y6 | purified TGR, DTNB reduction, TNB absorbance 405 nm | Potency, µM (series often up to 114 µM), without a hit: at the top dose activity change, negative = inhibition, usual class: inhibitors | actives 3% (n = 360,000); also: potency is read from the fitted curve at half-maximal effect; nearly all actives have a fitted effect of over 60% in size
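TGR 20 nM + NADPH 100 uM (dispensed conc.), cpd preinc 15 min RT; start with NADPH (500 uM addition) then DTNB (15 mM addition). Kinetic TNB absorbance, 405 nm filter. Four-parameter Hill fit across titration.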
* = called active by the depositor; ? = inconclusive; . = no result given; & = joins results of further samples; [ ] = another dose, or the depositor's remark. Unless noted, calls follow the shape of the dose curve; as a rule, active = well fitted curve in the direction sought with a large enough effect; inconclusive = small, poorly fitted or top-dose-only effect, or another doubt; inactive = no such curve, though single readings can be large; an effect the other way counts as inactive or inconclusive. Unless noted, % is scaled to controls: 0 for no effect and ±100 for the full control effect.

SMILES | AMA1 RON2 block | HCMV inh | Giardia FBPA inh | AmpC detergent | AmpC inh no detg | Sm TGR block
CCc1cc(C(=O)Nc2cc(S(=O)(=O)N(C)C)ccc2C)sc1C | 0% | -17 | -21% | -9% | -3% | 13%
COc1ccc(Nc2ncnc3ccccc23)c(OC)c1 | 5% | 25 | 0% | 5% | -8% | 16%
CCOc1ccc(C(=O)Nc2ccc3nc(Nc4cccc(C(F)(F)F)c4)cc(C)c3c2)cc1OCC | . | -62* | . | 19% | . | -1%
COc1ccc(CCN2CC(C(=O)NC3CCOCC3)CCC2=O)cc1 (stereo unspecified) | -9% | 14 | 7% | -8% | -12% | -14%
COc1cc(CN2CC(=O)N(c3ccc(C)cc3)C2=S)cc(OC)c1OC | 1% | 31 | 7% | -12% | 44% | -7%
O=C(Nc1ccccc1[N+](=O)[O-])c1cncc(Br)c1 | -8% | -74* | 1% | -1% | -12% | -11%
O=C(Cn1cnc2ccccc2c1=O)NCc1ccco1 | 19% | -26 | 1% | 0% | . | 4%
Cc1cccc(OCCCC(=O)Nc2nccs2)c1 | -6% | 29 | 3% | ? | -46% | ?
Cc1ccc(N2CC(C(=O)Nc3nnc(SCC(=O)N4CCOCC4)s3)CC2=O)cc1 (stereo unspecified) | 6% | 0 | -24% | 4% | -4% | 2%
Nc1nc(Br)c2c(F)cccc2c1-c1ccccc1 | 24% | -7 | 1% | 0% | -23% | ?
Cc1c(NC(=O)/C(C#N)=C/c2ccc(-c3cccc(Cl)c3)o2)c(=O)n(-c2ccccc2)n1C | -14% | -14 | 1% | 2% | 110%[activator] | 6%
O=c1[nH]c(CSc2nnc(-c3cccnc3)n2C2CCCCC2)nc2ccccc12 | 0% | 5 | 6% | ? | -18% | 0%
C[C@H](CO)N1C[C@H](C)[C@@H](CN(C)Cc2ccc(Oc3ccccc3)cc2)Oc2c(NC(=O)C3CC3)cccc2C1=O | -18% | -32 | . | . | 204%[activator] | .
COc1ccc(NC(=O)COC(=O)CCNS(=O)(=O)c2ccccc2)cc1OC | 5% | 31 | -2% | ? | -9% | -10%
COc1ccccc1NS(=O)(=O)/C=C/c1ccccc1 | -6% | -25 | 0% | 6% | -6% | -6%
Cc1c(C(=O)NCCN2CCOCC2)oc2ccc(Br)cc12 | -6% | 6 | . | ? | 86%[activator] | -5%
O=[N+]([O-])c1cccc(O)c1 | 4% | 15 | . | -1% | 4% | -3%
CC(=O)NCCc1nc2cc(NC(=O)c3ccccc3C)ccc2n1C | -15% | 28 | -3% | ? | -6% | -2%
CCc1ccc2oc(=O)cc(CN3CCOCC3)c2c1 | -4% | 4 | 0% | -5% | -26% | 6%
COC(=O)c1nnn(-c2cccc(C)c2)c1C(=O)OC | . | -6 | . | 18% | . | -3%
COc1ccc(S(=O)(=O)N2CCN(C)CC2)cc1C | 5% | 0 | -3% | ? | -12% | -20%
CCOC(=O)C(=O)N1CCC(C(=O)OC)CC1 | 2% | 17 | -6% | 3% | -22% | 7%
CCN(CC)CC(=O)Nc1cc(N(C)C)nc2ccccc12 | 47%[activator] | 14 | 5.6µM* | 3% | -15% | 1%
CCOC(=O)NC(NC(=S)Nc1ccccc1OC)C(Cl)(Cl)Cl (stereo unspecified) | -12% | 2 | 4% | 6% | -3% | ?
O=C(O)CC1COc2ccccc2N1S(=O)(=O)c1ccc(Br)cc1 (stereo unspecified) | -4% | -16 | 7% | -8% | -16% | -1%

Brought forward from above: 3 compounds, then new ones.
SMILES | AMA1 RON2 block | HCMV inh | Giardia FBPA inh | AmpC detergent | AmpC inh no detg | Sm TGR block
CCN(CC)CC(=O)Nc1cc(N(C)C)nc2ccccc12 | 47%[activator] | 14 | 5.6µM* | 3% | -15% | 1%
CCOC(=O)NC(NC(=S)Nc1ccccc1OC)C(Cl)(Cl)Cl (stereo unspecified) | -12% | 2 | 4% | 6% | -3% | ?
O=C(O)CC1COc2ccccc2N1S(=O)(=O)c1ccc(Br)cc1 (stereo unspecified) | -4% | -16 | 7% | -8% | -16% | -1%
CCOC(=O)N1CCN(C(=O)c2ccc3c(c2)NC(=O)C(N2CCOCC2)S3)CC1 (stereo unspecified) | 0% | -34 | 1% | 7% | 10% | 5%
COC(=O)C1C(=O)C(C(=O)c2ccc([N+](=O)[O-])cc2)C(=O)CC1(C)C (stereo unspecified) | 0% | -15 | -5% | ? | -18% | 2%
COc1ccc(C2Nc3ccccc3-c3cc(C)nn32)c(OC)c1 (stereo unspecified) | . | 10 | . | 8% | . | 7%
CC(=O)N1c2ccc(S(=O)(=O)NCc3ccccc3Cl)cc2CC1C (stereo unspecified) | 4% | ? | 5% | -15%&0% | -11% | -5%&5%
O=C1NC(Cc2ccccc2)C(=O)N1CC(=O)N1CCCc2ccccc21 (stereo unspecified) | 1% | -9 | 1% | -6% | 27% | 7%
Cc1cc(Br)cc2c1N(Cc1ccccc1OC(C)C)C(=O)C2=O | . | -88* | . | 27% | . | -1%
O=C(CSC1=Nc2ccccc2C2=NC(CC(=O)N3CCN(c4ccccc4)CC3)C(=O)N12)NCC1CCCO1 (stereo unspecified) | -5% | -27 | -22% | 5% | 22% | -6%
CCN(CC)CCNC1=CC(=O)OC12CCCCC2 | -3% | ? | 6% | ? | -2% | 5%
CCOc1ccc(OCC)c(NC(=O)C2CCN(S(=O)(=O)c3cccnc3)CC2)c1 | -2% | -6 | -4% | ? | 26% | 0%
CN(C)C(CNC(=O)/C=C/c1cccc(Cl)c1)c1ccccc1 (stereo unspecified) | -25% | -26 | 5% | 1% | 32% | -1%
CCOc1ccc(NC(=O)CN(C)C(=O)c2ccncc2)cc1OCC | -8% | 7 | . | 8% | -53% | 25µM*
CCCCn1c(N)c(N(CC(C)C)C(=O)C2CC(=O)N(c3ccc(C)cc3)C2)c(=O)[nH]c1=O (stereo unspecified) | -4% | -89* | . | ? | -18% | -12%
CC1(NC(=O)CCS(=O)(=O)c2ccc(Cl)cc2)CCS(=O)(=O)C1 (stereo unspecified) | 11% | -21 | . | -13% | -13% | -9%
CCCOc1ccccc1C(=O)N(Cc1cccs1)C1CCS(=O)(=O)C1 (stereo unspecified) | -2% | 35 | 12% | 1% | 11% | 8%
Cc1ccc(CN(Cc2ccco2)C(=S)Nc2ccccc2C)cc1 | 23% | ? | -1% | -3% | -23% | 13%
O=c1c2oc3ccccc3c2n(Cc2ccccc2F)c(=O)n1Cc1ccco1 | . | 1 | . | 21% | . | 3%
NS(=O)(=O)c1cccc(NC(=O)CSc2nc3ccccc3n2-c2ccccc2)c1 | -6% | ? | -10% | 3% | -42% | -2%
CCOC(=O)c1ccc(NC(=O)CSc2nc(NC(=O)c3ccccc3)c3c(C)c(C)oc3n2)cc1 | -2% | 1 | 3% | 0% | -23% | -3%
Cc1ccc(-c2nnc(Nc3ccc(S(N)(=O)=O)cc3)c3ccccc23)cc1S(=O)(=O)N1CCOCC1 | . | -11 | . | 15% | . | 5%
Cc1ccc(NC(=O)COC(=O)CCC(=O)c2cccs2)c(C)c1 | -18% | -18 | 2% | 3% | -6% | -1%
O=c1cc(Cl)c(-c2ccccc2)n[nH]1 | 6% | 57 | 1% | -4% | -8% | -1%
N#Cc1ccc(Oc2nc(Nc3ccc(F)cc3)nc(N3CCCC3)n2)cc1 | -5% | 17 | -3% | 2% | -15% | 1%
Cc1cc(C)c(NC(=O)CSc2nnc(-c3ccncc3)n2Cc2ccco2)c(C)c1 | -1% | . | 30% | -9% | 112%[activator] | ?
CC1CCCCN1S(=O)(=O)c1ccc(C(=O)Nc2sccc2C(N)=O)cc1 (stereo unspecified) | -8% | -38 | 1% | ? | -4% | -6%
CCCOc1ccccc1C(=O)N(Cc1ccc(C)o1)C1CCS(=O)(=O)C1 (stereo unspecified) | -3% | 16 | 21% | -5% | 44% | ?

In the list so far, these contain a cyano group.
SMILES | AMA1 RON2 block | HCMV inh | Giardia FBPA inh | AmpC detergent | AmpC inh no detg | Sm TGR block
Cc1c(NC(=O)/C(C#N)=C/c2ccc(-c3cccc(Cl)c3)o2)c(=O)n(-c2ccccc2)n1C | -14% | -14 | 1% | 2% | 110%[activator] | 6%
N#Cc1ccc(Oc2nc(Nc3ccc(F)cc3)nc(N3CCCC3)n2)cc1 | -5% | 17 | -3% | 2% | -15% | 1%

(more compounds)
SMILES | AMA1 RON2 block | HCMV inh | Giardia FBPA inh | AmpC detergent | AmpC inh no detg | Sm TGR block
CCc1ccc(OCC(=O)N(C)C2CCS(=O)(=O)C2)cc1 (stereo unspecified) | 15% | 41 | -5% | -5% | -4% | -1%
CC(C)c1ccc(NC(=O)CCc2ccccc2)cc1 | -4% | 49 | 1% | -13% | 2% | 16%
O=C(CC1C(=O)NCCN1CC1CCCCC1)NCCc1ccc(F)cc1 (stereo unspecified) | -20% | -22 | -8% | -3% | 127%[activator] | -32%[57.1 µM]
O=C(CCc1ccc(S(=O)(=O)N2CCOCC2)cc1)N/N=C/c1cccc(O)c1 | 1% | 23 | 3% | -5% | -43% | -7%
Cc1ccn2cc(-c3cccc(S(=O)(=O)N4CCCC4)c3)nc2c1 | -5% | -64* | -17% | -6% | -11% | -9%
O=C(CN1CCSC1=NCc1ccccc1)c1ccc(Cl)c(Cl)c1 | -12%[2.32 µM] | ? | 5% | -2% | -18% | -3%
O=C(CCCN1C(=O)c2ccccc2C1=O)N1CCC(c2ccccc2)C1 (stereo unspecified) | -4% | -29 | 1% | 3% | 27% | -12%
COc1ccc(NC(=O)CCOc2ccccc2)c(OC)c1 | -6% | 52 | 2% | -15% | -7% | 0%
C=CCn1cc(/C=N\NC(=O)c2cc3c(ccc4ccccc43)o2)c2ccccc21 | 2% | -23 | -28% | -7% | -33% | 0%
N=C1S/C(=C\c2ccccc2F)C(=O)N1c1ccc(F)cc1 | -3% | -27 | 1% | -15% | -20% | 1%
CC1CCCCC1NC(=O)c1cccc(S(=O)(=O)N2CCN(C)CC2)c1 (stereo unspecified) | 6% | -14 | . | ? | -21% | 7%
O=C1CC(c2ccc(F)c(Br)c2)C2=C(CCCC2=O)N1 (stereo unspecified) | 0% | -102* | -3% | -10% | -13% | -2%
CCC(C)NC(=O)Cn1c(=O)sc2ccccc21 (stereo unspecified) | ? | -32 | -1% | 8% | -7% | 20%
O=C(NCCCNC(=O)c1c(F)cccc1F)c1c(F)cccc1F | 14% | 16 | -1% | -1% | 2% | -4%
Cc1cc(S(=O)(=O)N2CCN(c3ccccn3)CC2)ccc1F | 2% | 1 | 1% | ? | 2% | -1%
CC(C)(C)NC(=O)CSc1nc(-c2ccc(F)cc2)cs1 | -16% | 6 | 8% | 1% | -18% | 4%
CCCCn1c(-c2ccncc2)nc2c1c(=O)[nH]c(=O)n2CC(C)C | 8% | -2 | -2% | -12% | -20% | 10%
COc1cc(OC)cc(C(=O)NNC(=O)C2CSC3(C)CCC(=O)N23)c1 (stereo unspecified) | 26% | -18 | . | -6% | -7% | -1%
